# BioA inh: M. tuberculosis BioA enzyme inhibitors, primary screen, biochemical, plate reader, single point, HTS; 7,8-diaminopelargonic acid synthase BioA (Mycobacterium tuberculosis); purified M. tuberculosis BioA enzyme; inhibition, % at 9.99 µM; actives 0.096% (n = 360,000); in the data active = inhibition above about 40%; inconclusive = no clear call, values can overlap the other calls
# BoNT-F LC inh: BoNT/F light chain protease inhibitors, primary screen, biochemical, flow cytometry, MLPCN library; Botulinum neurotoxin type F light chain protease (Clostridium botulinum); Multiplex microsphere protease cleavage assay; inhibition, % at 10 µM; actives 0.22% (n = 360,000); in the data active = inhibition above about 35%, passing the limit was not always enough; inconclusive = no clear call, values can overlap the other calls; note: plate controls were buffer without enzyme for full effect and enzyme alone for no effect
# Mtb UGM inh: M. tuberculosis UGM enzyme inhibitors, primary screen, biochemical, fluorescence polarization, single point; UDP-galactopyranose mutase (Mycobacterium tuberculosis (strain ATCC 25618 / H37Rv)), …; purified UGM, fluorescence polarization probe displacement; inhibition, % at 10 µM; actives 0.06% (n = 320,000); AID 504406, 2011; in the data active = inhibition above about 10%, passing the limit was not always enough; inconclusive = no clear call, values can overlap the other calls
# Target sequence (P9WIQ1 whole entry, looked up): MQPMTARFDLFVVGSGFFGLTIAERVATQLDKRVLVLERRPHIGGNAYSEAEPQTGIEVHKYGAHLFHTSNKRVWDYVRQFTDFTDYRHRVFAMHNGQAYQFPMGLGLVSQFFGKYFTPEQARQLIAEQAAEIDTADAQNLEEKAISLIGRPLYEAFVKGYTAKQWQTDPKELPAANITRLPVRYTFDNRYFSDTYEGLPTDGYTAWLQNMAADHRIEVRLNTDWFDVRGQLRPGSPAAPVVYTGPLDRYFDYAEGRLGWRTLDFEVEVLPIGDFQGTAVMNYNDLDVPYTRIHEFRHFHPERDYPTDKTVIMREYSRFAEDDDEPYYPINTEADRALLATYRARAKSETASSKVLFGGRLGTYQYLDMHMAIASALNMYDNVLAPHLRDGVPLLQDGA
# FadD28 FP inh: inhibitors of FadD28 bisubstrate probe binding, primary screen, biochemical, fluorescence polarization, single point | actives 0.22% (n = 360,000) | AID 588549, 2011 | Mycobacterium tuberculosis FadD28 fatty-acid-AMP ligase | inhibition, % at 12.5 µM; in the data active = inhibition above about 8.5%, passing the limit was not always enough; inconclusive = no clear call, values can overlap the other calls
# MazF activator: activators of E. coli MazEF toxin-antitoxin RNase, primary screen, biochemical, fluorescence, uHTS | actives 0.32% (n = 350,000) | Endoribonuclease toxin MazF (Escherichia coli (strain K12)), P0AE70 | activation, % at 20 µM | AID 504720, 2011 | FAM/BHQ RNA-DNA oligo cleavage fluorescence, 5 h; in the data active = activation above about 50%
# Target sequence (P0AE70 whole entry, looked up): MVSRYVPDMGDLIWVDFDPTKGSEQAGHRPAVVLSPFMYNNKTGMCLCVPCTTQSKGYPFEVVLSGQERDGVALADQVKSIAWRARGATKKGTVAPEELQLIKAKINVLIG
# CCHF vOTU inh: CCHFV vOTU protease inhibitors, primary screen, biochemical, Pep-AMC substrate, fluorescence; AID 651958, 2012; actives 0.55% (n = 370,000); Crimean-Congo hemorrhagic fever virus L polyprotein viral ovarian tumor (vOTU) protease …; inhibition, % at 11.5 µM; note: 0% = vehicle wells with enzyme and 100% = no enzyme wells
# GDH-TPI counter: GDH-TPI coupling enzyme inhibitors, primary screen, artefact control for M. tuberculosis FBA inhibitor project, biochemical, absorbance, full deck; GDH-TPI coupled enzyme counterscreen, NADH absorbance; inhibition, % at 4.8 µM; AID 588335, 2011; actives 1.2% (n = 360,000);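 note: 0% = DMSO wells and 100% = wells lacking the enzyme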
# Rv3671c inh: Rv3671c serine protease inhibitors, primary screen, biochemical, fluorescence polarization, M. tuberculosis H37Rv | AID 2606, 2010 | inhibition, % at 5.96 µM | actives 0.048% (n = 320,000) | P9WHR9; in the data active = inhibition above about 38%;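 note: extracellular domain of Rv3671c used as enzyme; 0% = enzyme with DMSO and 100% = no enzyme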
# VHR inh abs: VHR1 phosphatase inhibitors, primary screen, biochemical, absorbance, uHTS; Dual specificity protein phosphatase 3 (Homo sapiens), P51452; recombinant VHR phosphatase, pNPP absorbance; inhibition, % at 13.3 µM; actives 0.52% (n = 290,000); in the data active = inhibition above about 50%; note: some compounds called inactive have numbers as strong as hits
# Mtb FBA inh: Mtb FBA enzyme inhibitors, primary screen, biochemical, fluorescence, strain H37Rv; AID 588726, 2011; actives 2.3% (n = 360,000); purified M. tuberculosis FBA, fluorescence read-out; inhibition, % at 1 µM; in the data active = inhibition above about 27%;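 note: 0% = vehicle and 100% = reference inhibitor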
# Target sequence (P9WQA3 whole entry, looked up): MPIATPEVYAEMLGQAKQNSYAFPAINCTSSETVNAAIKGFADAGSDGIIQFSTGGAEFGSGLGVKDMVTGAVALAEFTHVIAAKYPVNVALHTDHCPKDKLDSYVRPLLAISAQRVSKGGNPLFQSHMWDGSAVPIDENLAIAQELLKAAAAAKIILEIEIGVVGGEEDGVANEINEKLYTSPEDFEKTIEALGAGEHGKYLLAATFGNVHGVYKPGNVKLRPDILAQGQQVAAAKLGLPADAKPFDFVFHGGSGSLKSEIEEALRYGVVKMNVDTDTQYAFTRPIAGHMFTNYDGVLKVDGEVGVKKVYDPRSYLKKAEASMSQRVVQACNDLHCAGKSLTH
# * = called active by the depositor; ? = inconclusive; . = no result given. Cut-off read from the data, not from the text of the source, unless noted: active = inhibition above about 30%; inactive = the rest.
SMILES,BioA inh,BoNT-F LC inh,Mtb UGM inh,FadD28 FP inh,MazF activator,CCHF vOTU inh,GDH-TPI counter,Rv3671c inh,VHR inh abs,Mtb FBA inh
COC(=O)C1CN(S(=O)(=O)c2ccc(C)cc2)CCN1S(=O)(=O)c1ccc(C)cc1 (stereo not drawn),-0.7,-4,1.4,-3.7,1,10,-7,3,10,0
CCCCn1c(CN2CCN(C(=O)OCC)CC2)nc2c1c(=O)[nH]c(=O)n2C,.,1,-0.5,-1.3,-4,.,-1,7,21,1
COc1ccc(-c2ccc3c(c2)C2CC3CCN2)cc1 (stereo not drawn),86*,-10,.,-2.0,8,5,-1,.,.,-1
NC(=O)CSc1nnc(COc2ccccc2)n1C1CCCCC1,2.1,-1,.,-2.5,-1,5,1,.,3,2
Cc1ccc(NS(=O)(=O)c2coc(C(N)=O)c2)cc1F,-0.6,-3,-6.7,-2.3,7,6,7,-1,2,5
CCCCCn1c(C(Cc2ccccc2)NC(C)=O)nc2ccccc21 (stereo not drawn),-0.6,2,1.0,-0.7,-13,-3,7,-8,36,1
CC1(C)Cc2c(c(-c3ccccc3)nc3sc4c(=O)[nH]c(=S)[nH]c4c23)CO1,.,.,-0.1,.,3,.,.,-1,12,.
O=C(CN(C(=O)Cn1nnc(-c2ccccc2F)n1)c1cccc2c1CCCC2)NCc1ccccc1,0.3,?,1.5,-0.7,-1,0,9,-34,5,-1
CC1CC(C)CN(CCCCOc2ccc([N+](=O)[O-])cc2)C1 (stereo not drawn),-0.6,-1,1.4,-0.4,-4,3,8,13,-5,2
COc1cc(-c2nnc(SCC(=O)O)n2-c2ccccc2)cc(OC)c1OC,33,-7,-0.5,-2.2,6,-9,3,4,-4,1
COc1cc(C(CC(=O)N2CCN(c3ccccc3)CC2)c2c(OC)cc(OC)c3ccc(=O)oc23)cc(OC)c1OC (stereo not drawn),-0.9,-4,1.6,-2.7,8,5,15,-3,0,6
OCCCNc1cc(-c2ccnc(Nc3cccc(Cl)c3)n2)ccn1,1.1,8,0.0,-12,6,-2,8,-19,19,5
COCCCNC(=O)CN(c1cc([N+](=O)[O-])ccc1OC)S(C)(=O)=O,-0.4,1,0.8,-4.0,3,0,1,0,40,-4
CC(=O)Nc1ccc(NCc2ccc(C)s2)cc1,-0.4,?,-0.6,-0.6,5,-8,4,7,5,0
CCC1NC(=O)c2ccccc2N1c1cccc(Cl)c1 (stereo not drawn),3.3,-10,-2.3,-1.0,-2,-21,11,2,.,15
C=CCn1c(C)cc(-c2csc(NC(=O)C3CCN(c4ncnc5sc(C)c(C)c45)CC3)n2)c1C,0.6,-12,.,-3.3,-9,4,-4,.,.,2
Cc1cccc(NC(=O)c2cc3c(=O)n4ccccc4nc3n(CC(C)C)c2=N)c1,-0.9,-5,-1.8,0.2,30,0,-5,0,-5,0
CC1(C)N([O-])C2=C(CCCC2)[N+]1=O,.,-7,.,0.2,10,4,5,.,5,0
O=C(NC1CC2CCCC(C1)N2Cc1ccccc1)c1cccc(Cl)c1 (stereo not drawn),0.4,?,0.8,-1.7,6,-8,6,-2,8,0
COc1ccc(NC(=O)CSCC(=O)Nc2ccccc2N2CCCCC2)cc1,0.7,2,0.3,-0.5,1,8,9,-12,.,4
O=C(/C=C/c1ccco1)NC(=S)Nc1cc(C(F)(F)F)ccc1N1CCOCC1,.,-7,-1.2,-2.9,4,17,4,-3,2,-1
CC(C)=CCNc1ncnc2c1c(C#N)cn2C1OC(CO)C(O)C1O (stereo not drawn),.,8,.,-1.7,9,2,4,.,.,0
COc1ccc(N2CCN(C(c3ccc4ncccc4c3)c3nnnn3C(C)C)CC2)cc1 (stereo not drawn),-0.8,-1,0.3,-1.3,9,2,8,0,-1,2
CCN(CC)C(=O)C1=C(C)Nc2nnnn2C1c1cccnc1 (stereo not drawn),0.2,6,0.0,-2.2,1,5,-4,-4,-8,4
O=C(NCCC1=CCCCC1)c1ccc(=O)oc1,7.7,-4,0.7,-1.2,5,13,52*,4,23,-2

# Gathered by group, those above containing fluorine (3)
SMILES,BioA inh,BoNT-F LC inh,Mtb UGM inh,FadD28 FP inh,MazF activator,CCHF vOTU inh,GDH-TPI counter,Rv3671c inh,VHR inh abs,Mtb FBA inh
Cc1ccc(NS(=O)(=O)c2coc(C(N)=O)c2)cc1F,-0.6,-3,-6.7,-2.3,7,6,7,-1,2,5
O=C(CN(C(=O)Cn1nnc(-c2ccccc2F)n1)c1cccc2c1CCCC2)NCc1ccccc1,0.3,?,1.5,-0.7,-1,0,9,-34,5,-1
O=C(/C=C/c1ccco1)NC(=S)Nc1cc(C(F)(F)F)ccc1N1CCOCC1,.,-7,-1.2,-2.9,4,17,4,-3,2,-1

# Entries of single compounds, quoted from the list:
# CC(C)=CCNc1ncnc2c1c(C#N)cn2C1OC(CO)C(O)C1O (stereo not drawn) is listed as BioA inh: .; BoNT-F LC inh: 8; Mtb UGM inh: .; FadD28 FP inh: -1.7; MazF activator: 9; CCHF vOTU inh: 2; GDH-TPI counter: 4; Rv3671c inh: .; VHR inh abs: .; Mtb FBA inh: 0
# CC(=O)Nc1ccc(NCc2ccc(C)s2)cc1 is listed as BioA inh: -0.4; BoNT-F LC inh: ?; Mtb UGM inh: -0.6; FadD28 FP inh: -0.6; MazF activator: 5; CCHF vOTU inh: -8; GDH-TPI counter: 4; Rv3671c inh: 7; VHR inh abs: 5; Mtb FBA inh: 0

# The list goes on:
SMILES,BioA inh,BoNT-F LC inh,Mtb UGM inh,FadD28 FP inh,MazF activator,CCHF vOTU inh,GDH-TPI counter,Rv3671c inh,VHR inh abs,Mtb FBA inh
O=C(NCc1cccnc1)C1CCCCN1S(=O)(=O)c1ccc(F)cc1 (stereo not drawn),-1.2,-11,0.3,0.5,12,-3,9,-4,2,3
Cc1ccc(C(=O)Nc2c(C)n(C)n(-c3ccccc3)c2=O)cc1,.,-1,1.2,-0.9,-4,-1,-2,-15,-4,1
N#Cc1ccc(OCC(=O)OCC(=O)N2CCc3ccccc32)cc1,-0.7,-1,.,-1.0,-7,4,3,.,.,0
CCCCN(C(=O)c1ccccc1F)c1c(N)n(CCC)c(=O)[nH]c1=O,0.4,1,0.8,-5.6,7,-6,-16,5,21,1
Cc1ccccc1Sc1ncnc2onc(C)c12,-1.5,-2,-0.4,-3.6,-1,13,10,1,-23,5
CCOC(=O)Nc1ccc2c(COC(=O)CN(C)S(=O)(=O)c3ccc(C)cc3)cc(=O)oc2c1,-0.2,6,1.0,-0.7,-12,-69,13,-16,.,79*
Cc1ccc(C)c(-n2c(CNC(=O)c3ccco3)nnc2SCC(=O)Nc2nnc(C)s2)c1,-1.1,-6,-2.9,-1.1,14,8,1,10,29,-2
CC(=O)NC1C(OCc2ccccc2)OC(COC(C)=O)C(OC(C)=O)C1OC(C)=O (stereo not drawn),0.1,4,-0.2,-2.9,11,0,7,11,-1,-4
CCC(C)NC(=O)Cn1c(-c2ccccc2)cc(C(C)=O)c1C (stereo not drawn),.,-2,-0.7,0.2,7,10,4,-16,1,2
CCN(CC)C(=O)CN1C(=O)c2cccc3cccc(c23)C1=O,.,4,0.1,-3.4,-2,-1,6,-8,20,38*
CNC(=O)c1c(C)noc1C,.,3,0.6,-0.4,-3,-7,-1,-6,9,2
C=CCn1c(C(CCC(C)C)CC(C)(C)O)n[nH]c1=S (stereo not drawn),4.2,-6,0.5,0.0,-2,-13,2,-3,-8,1
COC(=O)CSc1n[nH]c(=S)s1,-1.3,-8,1.6,-0.6,5,-2,3,-3,-6,1
Cc1ccc(NC(=O)C2CCCN(S(=O)(=O)c3cnc[nH]3)C2)c(Br)c1 (stereo not drawn),0.5,0,0.0,-2.5,3,0,-10,-4,7,0
CCOC(=O)C1CCCN(CCC(=O)Nc2ccccc2C)C1 (stereo not drawn),.,4,3.8,-3.1,1,8,-5,-2,6,-2
Cc1cccc(Oc2coc3cc(OC(=O)c4cncc(Br)c4)ccc3c2=O)c1,0.9,1,2.6,0.0,-4,-19,13,-4,12,15
O=C(OCC(=O)c1c[nH]c2ccccc12)c1ccco1,-1.1,-4,-0.2,-3.0,5,23,14,1,0,0
CC(NCc1nc2ccccc2n1C)C12CC3CC(CC(C3)C1)C2 (stereo not drawn),.,5,-1.9,0.3,2,15,2,7,26,1
CC(=O)N1CN2CN(C1)CN(C(C)=O)C2,.,-1,1.1,1.7,5,-7,-5,-8,46,2
COC(=O)c1ccc(C[n+]2ccccc2)cc1,-0.8,.,-0.1,-1.6,4,-3,15,-2,18,2
Cc1cccc(-c2c3c(=O)n(C)c(=O)n(C)c3cn2-c2ccc(O)cc2)c1,24,-2,6.2,-5.4,7,0,8,7,.,1
c1ccc(Cn2c(CNc3nc4ccccc4n3CCN3CCCCC3)nc3ccccc32)cc1,3.4,1,3.0,-3.6,2,3,-17,6,0,-2
COc1ccc(/C=c2\s/c(=C/C(=O)c3ccc(C)cc3)[nH]c2=O)cc1OC,.,25,6.3,1.7,-340,-17,9,-96,13,-7
CC(C)Oc1ccc(C(=O)O)c(C(=O)O)c1,-1.7,-5,-0.7,-1.8,0,3,-4,6,8,-2
COc1ccc(N2CCN(C(=O)CSc3nc4nc(C)cc(C)n4n3)CC2)cc1,6.9,0,9.0,-3.5,-8,-1,-3,-4,.,-2

# The list continues:
SMILES,BioA inh,BoNT-F LC inh,Mtb UGM inh,FadD28 FP inh,MazF activator,CCHF vOTU inh,GDH-TPI counter,Rv3671c inh,VHR inh abs,Mtb FBA inh
CCNCCNc1ccc([N+](=O)[O-])c2cccnc12,-0.2,-90,-0.4,-1.6,12,14,5,-5,13,-9
CN(C1CCCCC1)C(CNS(=O)(=O)c1ccc(Cl)cc1)c1ccccc1 (stereo not drawn),.,-6,2.0,0.2,10,3,8,-1,35,-3
Cc1sc2ncnc(N3CCC(C(=O)N(C)CC(=O)Nc4ccc(Cl)c(C(F)(F)F)c4)CC3)c2c1C,-1.1,-6,0.2,-4.7,.,2,-7,-49,.,-2
CC(=O)CCc1ccccc1,-0.4,0,-1.2,-2.6,10,2,-3,7,.,1
CNC(=O)NC(=O)C(C)N1CCN(C/C=C/c2ccccc2)CC1 (stereo not drawn),-2.9,-6,-0.6,-1.7,-16,1,5,4,17,1
O=C(COc1ncnc2ccc(Br)cc12)NCc1ccco1,-0.5,-7,-0.6,-1.6,3,10,10,7,30,1

# Source: PubChem BioAssay (several laboratories)

# This is a random part of the collection. About 4.9% of those tested had a hit in this group.
